Screens as filed in PubChem.
HP1b chromo inh: inhibitors of HP1-beta chromodomain binding to methylated histone tails; P83916; AlphaScreen HP1-beta / biotin-H3K9me3 peptide binding; Potency, µM (titrated, usually from 114 µM), inactives show at the top dose activity change, negative = inhibition, most hits filed as inhibitors; actives 0.56% (n = 390,000); AID 540317; also: potency is read from the fitted curve at half-maximal effect; nearly all actives have a fitted effect of over 70% in size; inactives centre near 23
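HP1-beta protein (50 nM final) preincubated 30 min at room temperature with biotinylated H3(1-18)K9me3 peptide (50 nM) in PBS pH 7.4, 0.01% Tween-20, then compound added for 30 min. AlphaScreen streptavidin donor/nickel chelate acceptor beads (10 ug/mL final), 30 min dark, luminescence read.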
Pol eta inh: DNA polymerase eta (human) inhibition. Q9Y253. recombinant Pol eta, fluorescent DNA replication assay. Potency, µM (doses to about 114 µM), for the others: at the highest dose activity change, negative = inhibition, hits mostly inhibitors. actives 1.2% (n = 390,000). AID 588591; also: potency is read from the fitted curve at half-maximal effect; % is scaled to controls: 0 for no effect and ±100 for the full control effect
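Fluorescent replication assay: 50 nM final substrate added after a 15 min room-temperature compound preincubation with 10 nM enzyme. Signal taken at 0 min and again at 10 min.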
PGK inhibitor: blocks T. brucei phosphoglycerate kinase. PGK/GAPDH coupled, Kinase-Glo luminescence, 60 min. Potency, µM (titrated, usually from 57.5 µM), inactives show at the top dose activity change, negative = inhibition, usual class: inhibitors. actives 0.043% (n = 380,000); also: potency is read from the fitted curve at half-maximal effect; % is scaled to controls: 0 for no effect and ±100 for the full control effect; nearly all actives have a fitted effect of over 60% in size
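Luminescent ATP detection (Kinase-Glo Plus) follows a 60-minute room-temperature incubation, with wells lacking PGK as controls. Buffer: 100 mM TEA (pH 7.6), 5 mM MgCl2, 0.01% Tween-20. Coupling enzyme GAPDH (100 nM final) supplies unstable 1,3-BPG in-well.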
PI4K2A block: inhibitors of human PI4K2A. actives 0.13% (n = 420,000). AID 1346378. activity change, negative = inhibition, % at 76.9 µM. purified PI4K2A, ADP-Glo luminescence, 1 h; active compounds read low. Q9BTU6; in the data active = activity change below about -50%; inconclusive = mostly about -30% to -49%;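 also: -100% = wells without enzyme as full effect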
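ADP-Glo luminescence measured ADP generated by PI4K2A enzyme (4 ug/mL before mixing) with 1.2 mM PI substrate (pre-mix) and 300 microM ATP (pre-mix). Tris pH7.5 buffer with MgCl2, Triton X-100; 1 h reaction at ambient temperature.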
JMJD2A Tudor inh: JMJD2A Tudor domain (human) inhibition. Potency, µM (doses to about 114 µM), without a hit: top-dose activity change, negative = inhibition, actives largely listed as inhibitors. AID 504339. AlphaScreen JMJD2A-Tudor / H3K4me3 peptide binding. actives 4.4% (n = 390,000). O75164; also: potency is read from the fitted curve at half-maximal effect; % is scaled to controls: 0 for no effect and ±100 for the full control effect; nearly all actives have a fitted effect of over 50% in size
BAZ2B inh: inhibitors of human BAZ2B bromodomain. AlphaScreen BAZ2B-H3K14Ac peptide displacement. actives 4.4% (n = 360,000). Potency, µM (highest dose often 114 µM), without a hit: top-dose activity change, negative = inhibition, actives largely listed as inhibitors. AID 504333; also: potency is read from the fitted curve at half-maximal effect; % is scaled to controls: 0 for no effect and ±100 for the full control effect; nearly all actives have a fitted effect of over 60% in size
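In this displacement format the biotinylated H3(5-23) peptide acetylated at Lys14 serves as ligand at 50 nM, with BAZ2B at 50 nM in PBS pH 7.4 containing 0.01% Tween-20. Donor and acceptor beads are 10 ug/mL final.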
Pin1 inhibitor: blocks the human prolyl isomerase Pin1; actives 0.009% (n = 390,000); Potency, µM (doses to about 115 µM), for the others: top-dose activity, negative = inhibition, hits mostly inhibitors; Pin1 FP peptide displacement, HiFluor488, 10 min; Q13526; active = well fitted inhibition curve with a large enough effect in the polarisation, with a control signal flat, not every such curve was filed as active; inconclusive = small, poorly fitted or top-dose-only effect, or effect the other way, or a change in a side signal; inactive = no such curve, though single readings can be large or run the other way; the % refers to the polarisation; also: potency is read from the fitted curve at half-maximal effect; % is scaled to controls: 0 for no effect and ±100 for the full control effect
GLS inhibitor: inhibitors of human glutaminase (GLS) | AID 624170 | Potency, µM (highest dose often 45.5 µM), for the others: top-dose activity change, negative = inhibition, actives largely listed as inhibitors | O94925 | GLS enzymatic activity, qHTS titration | actives 0.21% (n = 410,000); also: potency is read from the fitted curve at half-maximal effect; % is scaled to controls: 0 for no effect and ±100 for the full control effect
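Human kidney-isoform GLS in 45 mM KH2PO4 pH 8.2, 0.02% Tween-20, with compound, started with 1mM L-Glutamine (added stock). Glutamate oxidase/HRP/Amplex red coupled fluorescence read at start and after 30 min at RT.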
G9a inh: inhibitors of human histone lysine methyltransferase G9a | Q96KQ7 | G9a H3K9 monomethylation, AlphaScreen, 2 h | Potency, µM (top dose mostly 102 µM), inactives show at the highest dose activity, negative = inhibition, usual class: inhibitors | actives 8.8% (n = 350,000) | AID 504332; also: potency is read from the fitted curve at half-maximal effect; % is scaled to controls: 0 for no effect and ±100 for the full control effect; nearly all actives have a fitted effect of over 75% in size
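Methyltransferase reactions run at room temperature for 2 h (20 nM enzyme, 500 nM biotin-H3K9 peptide, 20 uM SAM) after a 15 min compound preincubation; product detected by AlphaScreen beads and anti-H3K9me1 antibody.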
Active calls of the source: *; i = inactive; u = inconclusive; x = not tested or not shown; [ ] = another dose, or the depositor's remark. Unless noted, calls follow the shape of the dose curve; as a rule, active = well fitted curve in the direction sought with a large enough effect; inconclusive = small, poorly fitted or top-dose-only effect, or another doubt; inactive = no such curve, though single readings can be large; an effect the other way counts as inactive or inconclusive. An excerpt; the hit share may differ from the screen's.

SMILES | HP1b chromo inh | Pol eta inh | PGK inhibitor | PI4K2A block | JMJD2A Tudor inh | BAZ2B inh | Pin1 inhibitor | GLS inhibitor | G9a inh
COc1ccc(CCN(Cc2cccs2)S(=O)(=O)c2ccc(S(=O)(=O)N3CCCCCC3)cc2)cc1OC | 32% | -7% | -7% | 1 | -4% | -6% | 0% | 2% | -1%[59 µM]
COc1ccc(OC)c(-c2nnc(-c3ccc(C)o3)o2)c1 | 22% | -12% | 0% | 1 | -23% | -8% | 20% | 9% | u
CN(C)CCNc1ccc(CO)c2sc3ccc(O)cc3c(=O)c12 | 71µM* | u | -10% | 5 | 50µM* | x | 27% | 35%[activator] | x
Cc1ccc(SCC(=O)Nc2ccc3c(c2)OCCO3)cc1 | 26% | -16% | -2% | -7 | -10% | -1% | -7% | 9% | u
C/C(=N\NC(=S)NCCc1ccccc1)c1ccc(C)cc1 | -8% | 4% | -9% | 2 | u | u | u | 21% | 10%[59 µM]
COc1ccc(CNC(=O)CN(Cc2ccco2)C(=O)CNS(=O)(=O)c2ccc(F)cc2)cc1 | 24% | -8% | i | 4 | 3% | -22% | -1% | 0% | -3%
CN(C(=O)c1cc(S(=O)(=O)N2CCCCC2)c[nH]1)C1CCCCC1 | 16% | -1% | i | 0 | -21% | 2% | -3% | -9% | x
CC(CCc1ccccc1)NC(=O)C1CCCN(c2nnc(-n3cccc3)s2)C1 (centres undefined) | 21% | u | -4% | 3 | -35% | 12% | -4% | 0% | 9%[59 µM]
Cc1noc(C)c1C1(O)CCCCCCCCCCC1 | 29% | -19% | 0% | -2 | -8% | 5% | -3% | 4% | 7%[59 µM]
Cc1cccc(CCNS(=O)(=O)c2ccc(S(=O)(=O)NC3CCCC3)cc2)c1 | 12% | 6% | -1% | -1 | -7% | -2% | -1% | -5% | -4%[2.33 µM]
COc1ccc(C(=O)Oc2ccc3c(C)cc(=O)oc3c2C(C)=O)cc1 | 55%[activator] | -23% | i | -1 | 1% | -6% | 0% | -10% | -7%[59 µM]
O=C(c1cccc(C(F)(F)F)c1)N1CCc2c([nH]c3ccccc23)C1C(F)(F)F (centres undefined) | 23% | -30% | 0% | 0 | -29% | -22% | u | 0% | -1%
CC(=O)c1ccc(NC(=O)CS(=O)(=O)c2cn(CC(=O)N3CCOCC3)c3ccccc23)cc1 | 45%[activator] | -9% | i | -2 | -14% | -24% | 2% | 6% | u
CCCSc1ccc([C@@H]2[C@H]3C(=O)N(CC)C(=O)[C@H]3[C@]3(C(=O)OC)CCCCN23)cc1OC | 11% | -14% | 4% | -1 | -33% | -15% | 42%[activator] | 2% | 11%[2.33 µM]
Cc1cc(C(=O)COC(=O)CC2Sc3ccccc3NC2=O)c(C)n1-c1ccccc1 (centres undefined) | -13% | -17% | i | 1 | u | -36% | 27% | 13% | u
Cc1cc(NC(=O)C2CC2)ccc1NC(=O)c1cccs1 | 12% | -11% | -6% | 1 | -10% | 1% | 2% | 1% | -5%
CCN(CC)CC(O)COc1ccc2c(c1)c(C(C)=O)c(C)n2-c1ccccc1 (centres undefined) | 5% | -2% | -4% | -4 | -21% | 7% | -2% | 4% | 3%[59 µM]
O=S(=O)(Nc1ccc(S(=O)(=O)N2CCOCC2)cc1)c1ccc(Br)cc1 | 5% | -20% | -8% | -3 | -9% | -2% | -1% | 0% | -13%
CCN(CC)S(=O)(=O)c1cc(NC(=O)C(C)N2CCc3ccccc32)ccc1C (centres undefined) | -13% | -17% | 0% | 1 | u | x | 24% | 12% | 25µM*
C=CCOC(=O)C1=C(C)OC(N)=C(C#N)C1c1ccc(F)cc1 (centres undefined) | 37% | -9% | -10% | 6 | -8% | -6% | u | 5% | 14%[2.33 µM]
C=CCn1c(N)cc(=O)nc1SCC(=O)Nc1ccc2ccccc2c1 | 1% | 5% | 1% | 14 | -10% | -4% | -2% | 10% | 2%[59 µM]
CCOc1cc(N2CCOCC2)c(OCC)cc1NC(=O)c1cccc(S(=O)(=O)N2CC(C)OC(C)C2)c1 (centres undefined) | x | -10% | -5% | -2 | x | x | x | 18% | x
CCOc1ccc(-c2nnn(CC(=O)N3CCN(c4ccc(F)cc4)CC3)n2)cc1OCC | 23% | -5% | x | 6 | 8% | -4% | 2% | -1% | 17%[59 µM]
COc1ccc(N2CCN(C(=O)COC(=O)CCS(=O)(=O)c3ccc(C)cc3)CC2)cc1 | -10% | -7% | -2% | -6 | -10% | -17% | 3% | 33%[activator] | 40µM*
Cc1ccc2c(c1)N(C(=O)CCC(=O)NCCN1CCOCC1)CCO2 | 56%[activator] | -4% | i | -5 | -4% | -17% | 3% | 1% | 21%
COc1ccc(CNS(=O)(=O)CCNC(=O)c2cccc(OC)c2)cc1 | 21% | -8% | -8% | 0 | -14% | 5% | -1% | 3% | 50µM*
COc1ccccc1NC(=O)Cc1c(F)cccc1Cl | 29% | -14% | -10% | -2 | 4% | 0% | 2% | 3% | 47%[59 µM]
CCC(C)NC(=O)c1ccc2c(c1)N(Cc1ccccc1)C(=O)CS2 (centres undefined) | 5% | 4% | -6% | 0 | -8% | -14% | 0% | 1% | 4%[12.7 µM]
O=C(NCCCn1ccnc1)C1c2ccccc2Oc2ccccc21 | 11% | -1% | -1% | -2 | -24% | 2% | 1% | -2% | 10%[2.33 µM]
CCN(c1ccccc1)S(=O)(=O)c1ccc(N2CCN(c3ccc(OC)cc3)CC2)nc1 | -3% | 1% | -1% | 2 | -31% | x | 0% | 24% | x
CC(C)(C)OC(=O)[C@H](Cc1ccccc1)NC(=O)c1nc[nH]c1C(=O)NC1CCN(C(=O)OC(C)(C)C)CC1 | 31% | u | -8% | 4 | -27% | -13% | u | 3% | 5%[12.7 µM]
COC(/C=C/Nc1ccc(Br)cc1)=C(C#N)C#N | 21% | 5% | -3% | 3 | -7% | -2% | 0% | -4% | 16%
COCC(=O)N/N=C\c1cccc(OC)c1OC/C=C/c1ccccc1 | 44%[activator] | -12% | -1% | -2 | -18% | -16% | -7% | -7% | x
CCc1cccc(C)c1NC(=O)C(CC)Sc1nncn2c1cc1occc12 (centres undefined) | 24% | 7% | -3% | -2 | 1% | -13% | 3% | 3% | 0%[59 µM]
C=CCN1CC(=O)N2C(c3ccccc3)c3[nH]c4ccccc4c3C[C@H]2C1=O (some centres undefined) | -5% | -12% | x | 2 | -31% | -13% | -4% | 1% | 18%
O=C(Nc1ccccc1N1CCOCC1)c1cnccn1 | 33% | 4% | -7% | 2 | -32% | -4% | -1% | -21% | 2%[12.7 µM]
COc1cc(C(=O)NCC(=O)N/N=C/c2ccco2)cc(OC)c1OC | 28% | 5% | -2% | -1 | -6% | -9% | -2% | 5% | 14%
CS(=O)(=O)c1ccc(Cl)c(NC(=O)Cc2c(F)cccc2Cl)c1 | 37% | 1% | 0% | 13 | -9% | -11% | -1% | 5% | -4%
COCCCn1c(C23CC4CC(CC(C4)C2)C3)n[nH]c1=S | 6% | -6% | 1% | 3 | 7.9µM* | 4% | 2% | u | x
CCN1CCN(C(=O)c2ccc(CS(=O)(=O)Cc3ccccc3Cl)o2)CC1 | x | -9% | -6% | -2 | x | x | x | -1% | x
COc1ccc(-c2cn3c(n2)sc2cc(C(=O)NCc4cccc(F)c4)ccc23)cc1 | 40%[activator] | -15% | 0% | 6 | 8% | u | -4% | -1% | -4%[59 µM]
S=C(c1ccc(-c2ccc(Cl)cc2Cl)o1)N1CCCC1 | u | -16% | -9% | 0 | 50µM* | -14% | -4% | 12% | x
Cc1ccc(CN2CCC[C@]3(N[C@H](c4ccc(C)cc4)[C@@H]4C(=O)N(Cc5ccccc5)C(=O)[C@@H]43)C2=O)cc1 | x | -6% | -8% | -6 | x | x | x | 1% | x
CN(N=Nc1cccc([N+](=O)[O-])c1)c1ccccc1 | 24% | -5% | -2% | 3 | u | -22% | -5% | 13% | u
CC(=O)N1[C@H](Cc2ccccc2)C=C[C@]1(C)C(=O)NCCc1c[nH]c2ccccc12 | 6% | -8% | -3% | 0 | -24% | -32% | -1% | 13% | u
Cc1cc(NC(=O)CN(C)S(=O)(=O)c2cccc(Cl)c2)no1 | 24% | -20% | -2% | 3 | 4% | 4% | 3% | 172%[activator] | 3%
CCOc1ccc(C(=O)Nc2c(C)nc(Nc3ccccc3)nc2Nc2ccccc2)cc1OCC | 23% | -14% | 3% | 1 | -12% | -31% | u | 7% | -27%[59 µM]
CCOc1ccc(C2Nc3ccc4ccccc4c3-c3c2c(=O)oc2ccccc32)cc1 (centres undefined) | 18% | 4% | -3%[11.5 µM] | 0 | -14% | 2% | -2% | -1% | 2%[59 µM]
COCCCNC(=O)C(CC(N)=O)NC(=O)OCc1ccccc1 (centres undefined) | 28% | -16% | i | 4 | 2% | -18% | 3% | 0% | 22%
CCc1ccc(-n2nc(C)c3c(C)cc(=O)n(CC(=O)Nc4ccc(C(C)=O)cc4)c32)cc1 | 6% | -1% | -4% | 2 | -19% | -1% | -6% | -9% | 13%[59 µM]

Single records (already shown). Order of values: HP1b chromo inh	Pol eta inh	PGK inhibitor	PI4K2A block	JMJD2A Tudor inh	BAZ2B inh	Pin1 inhibitor	GLS inhibitor	G9a inh
Cc1ccc(CN2CCC[C@]3(N[C@H](c4ccc(C)cc4)[C@@H]4C(=O)N(Cc5ccccc5)C(=O)[C@@H]43)C2=O)cc1 as listed: x	-6%	-8%	-6	x	x	x	1%	x
COCCCNC(=O)C(CC(N)=O)NC(=O)OCc1ccccc1 (centres undefined) as listed: 28%	-16%	i	4	2%	-18%	3%	0%	22%
